# aDG glyco act: increases alpha dystroglycan glycosylation | Pro5-aDG cells, alpha-DG glycosylation AlphaScreen (IIH6); 0% Pro5, 100% B10-LARGE cell signal | activation, % at 10 µM | 0.22% of 360,000 active;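 active means activation of at least 8% versus controls, or a plate z-score of at least 8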;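 further: Pro5 are CHO cells carrying HIG-tagged alpha-DG that lacks glycosylation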
# MITF TRPM1 inh: inhibitors of MITF-driven TRPM1 promoter in melanoma cells | AID 488899 | 0.83% of 330,000 active | SK-MEL-5 TRPM1 promoter luciferase, 24 h | inhibition, % at 12.5 µM;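 active means mean inhibition across replicates of 60% or more, whatever share of single replicates reaches that level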; further: values of inactives mirror those of a sister screen read the other way
# NR2E3 ag-1: activates human photoreceptor nuclear receptor NR2E3. Q9Y5X4. GST-NR2E3/biotin-RetCOR TR-FRET, 1536-well. inhibition of corepressor binding, % at 4.78 µM. 0.12% of 320,000 active. AID 2300;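 active means percent inhibition above the cutoff of mean plus 3 SD of all tested compounds, set per screening campaign, cut at about 20% in these data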;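 further: 0% = DMSO wells and 100% = biotin wells as full block of FRET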
# Target sequence (Q9Y5X4 whole entry, looked up): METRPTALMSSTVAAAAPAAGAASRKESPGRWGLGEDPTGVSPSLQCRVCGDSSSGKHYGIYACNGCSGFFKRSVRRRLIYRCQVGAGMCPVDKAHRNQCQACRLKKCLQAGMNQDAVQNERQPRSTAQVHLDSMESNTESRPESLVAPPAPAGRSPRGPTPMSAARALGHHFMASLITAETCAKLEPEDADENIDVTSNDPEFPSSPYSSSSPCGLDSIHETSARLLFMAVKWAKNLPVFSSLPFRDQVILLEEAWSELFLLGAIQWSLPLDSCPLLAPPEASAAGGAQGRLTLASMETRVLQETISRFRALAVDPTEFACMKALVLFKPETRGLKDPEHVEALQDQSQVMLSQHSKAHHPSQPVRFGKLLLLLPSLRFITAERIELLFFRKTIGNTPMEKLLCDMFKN
#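 system = GST-tagged NR2E3 plus biotinylated RetCOR corepressor | input = 1.35 nM GST-NR2E3 | also added = 7 nM biotin-RetCOR | schedule = 5 h incubation at 4 °C | measured by = TR-FRET with europium anti-GST and streptavidin-D2, 340 nm excitation | read-out = percent loss of FRET ratio relative to control wells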
# CF NFkB block: cystic fibrosis NF-kB activation inhibition; KKLEB NF-kB-GFP reporter, PAF-induced, GFP fluorescence overnight; inhibition, % at 5 µM; 0.86% of 360,000 active; AID 588850;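 active means at least 50% inhibition at 5 µM, scaled per plate between neutral and stimulator controls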;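 further: PAF is a Pseudomonas aeruginosa culture filtrate used as stimulus; plate controls were PAF-stimulated DMSO wells for no effect and unstimulated DMSO wells for full effect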
# TWEAK Fn14 block: TWEAK-Fn14 signaling inhibition | 2% of 360,000 active | inhibition, % at 10 µM | TWEAK-stimulated Fn14 reporter cells, luciferase luminescence, 8 h; in the data active means inhibition above about 50%
# Peg3 promoter: Peg3 promoter activity inhibition | inhibition, % at 20 µM | 1.7% of 360,000 active | AID 588405 | HeLa PEG-Prom luciferase reporter, luminescence, overnight;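 active means inhibition of at least 50% at 20 µM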
# NR2E3 ag-2: human photoreceptor-specific nuclear receptor agonism; CHO-S Gal4-NCOR/VP16-NR2E3 two-hybrid, luciferase; inhibition of corepressor binding, % at 3.98 µM; 0.35% of 360,000 active; AID 602229;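 active means inhibition above the mean of all tested compounds plus 3 SD, cut at about 70% in these data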;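 further: 0% = DMSO with NR2E3 transfected cells and 100% = cells lacking NR2E3 construct; higher means lower luciferase signal from less NR2E3 corepressor binding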
# HIF-2a block: HIF-2a inhibition; inhibition, % at 18.8 µM; 0.72% of 360,000 active; AID 624352; 786-0 RCC cells HIF-2a reporter, luciferase luminescence, overnight;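 active means inhibition of the luminescence signal of 40% or more relative to plate controls, in a single-dose primary screen at 18.75 µM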
# iPSC survival up: increases survival of single human iPS cells; hiPSC single-cell survival, ATPlite luminescence; 100% = ROCK inhibitor wells, 0% = DMSO; survival enhancement, % at 20 µM; 0.044% of 360,000 active; AID 602274; in the data active means survival enhancement above about 18%;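 further: cells exposed to compounds for 16 hours before the ATP read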
# KKLEB cytotox: counter-screen for CF NF-kB inhibitors: cytotoxicity; KKLEB CF airway cells viability, ATPlite luminescence, overnight; hits give low values; cells stimulated with P. aeruginosa culture filtrate; activity change (cytotoxicity), % at 5 µM; 0.36% of 360,000 active; AID 602141;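 active means corrected activity change at or below -50% at 5 µM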
# Shn3 3UTR inh: Schnurri-3 reporter inhibition in Clone20 osteoblasts; Clone20 osteoblast Shn3 3'UTR firefly luciferase, 24 h; inhibition, % at 12.5 µM; 0.52% of 360,000 active;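 active means mean inhibition of at least 75% with every replicate also reaching 75%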;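 further: 0% = median of neutral control wells and 100% = pilot-screen positive control compound; some compounds past the cut are filed as inactive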
# Starred values were filed as active, the others as inactive; . = not tested or not shown. Rows were taken by chance; about 4.4% have a hit in one of these screens.
SMILES,aDG glyco act,MITF TRPM1 inh,NR2E3 ag-1,CF NFkB block,TWEAK Fn14 block,Peg3 promoter,NR2E3 ag-2,HIF-2a block,iPSC survival up,KKLEB cytotox,Shn3 3UTR inh
Cc1ccc(OCc2nc(C#N)c(N3CCN(Cc4ccccc4)CC3)o2)cc1,-0.2,6,2,8,103*,25,-25,11,-2.2,6,5
CN(C)Cc1csc(NC(=O)Nc2cccc(C(F)(F)F)c2)n1,1.4,.,.,20,-9,19,-3,-13,-2.0,7,3
CSCCC(NS(=O)(=O)c1ccccc1F)C(=O)NCc1cccs1 (centres undefined),-0.1,-6,5,-8,7,8,-48,12,-0.3,10,3
COc1ccc(NC(=O)CSc2ncccn2)cc1S(=O)(=O)N1CCCCC1,-0.1,-11,1,-8,11,4,0,7,-2.7,3,-5
CCc1cccc(CC)c1NC(=O)C1CC(=O)N(c2ccc3c(c2)OCCO3)C1 (centres undefined),-0.2,4,-2,2,69*,-12,-5,18,0.1,-8,20
CC(SC1CCCC1)C(=O)Nc1ccnn1C(C)C (centres undefined),0.0,12,3,7,5,4,7,25,-2.1,5,-22
Cc1nn(C(C)(C)C)c(NC(=O)c2ccc(Cl)cc2Cl)c1Br,0.0,-6,5,-7,4,5,-15,6,-0.1,2,0
COc1ccc(S(=O)(=O)N2c3ccccc3NC(=O)CC2C)cc1 (centres undefined),-0.2,-12,-1,0,1,5,-26,12,0.7,12,7
CCCNC(=O)Cn1c(=O)n(CC(=O)N2CCCCC2)c(=O)c2sccc21,0.0,4,-1,-12,10,-7,-26,12,-0.5,15,11
NC1(N)OC(CN2C(=O)c3ccccc3C2=O)CS1 (centres undefined),-0.2,-1,0,3,17,18,8,5,-1.0,-2,-23
O=C1CSc2nc3ccccc3n21,-0.2,-2,-2,-4,16,5,13,-5,0.2,-1,17
CCn1c(SCC(=O)Nc2ncc(C(F)(F)F)cc2Cl)nnc1-c1cccc(C)c1,-0.1,-4,1,-8,9,6,-22,18,0.4,1,4
COc1ccnc(Oc2ccc3ccccc3c2)c1C#N,-0.2,-68,0,1,-53,-188,-69,-286,-0.5,22,7
Cc1ccc(C)c(-n2nnnc2SCC(=O)c2ccc3c(c2)NC(=O)CO3)c1,0.3,19,-1,2,13,8,-14,-14,-0.1,-3,1
CC1(C)Cc2c(C#N)c(N)sc(=S)c2CO1,0.1,-11,-1,10,11,18,-32,-5,-0.7,-2,-27
COCCNC(=O)c1ccccc1NC(=O)c1cccc([N+](=O)[O-])c1C,-0.3,50,-1,-3,2,11,-5,15,-0.9,12,-3
O=C(Nc1ccc(-c2nc3cccnc3s2)cc1)c1ccco1,0.0,.,3,36,58*,-177,-129,-112,-3.9,2,-18
CCc1ccc2[nH]c3nc(SCC(=O)NNC(=O)c4ccc(C(C)(C)C)cc4)nnc3c2c1,-0.1,54,-2,5,-40,32,2,-7,-1.2,-1,72
Cc1ccc(S(=O)(=O)N2CCN(C(=O)COC(=O)CNC(=O)c3ccccc3F)CC2)c(C)c1,0.1,5,.,9,3,5,5,7,-0.5,8,-4
CC1CCN(C(=O)Cn2c3ccc(F)cc3c3nc4n(c(=O)c32)CCCS4)CC1,-0.3,-7,2,0,31,6,-6,10,0.0,6,-10
Cc1cc(C)n(CC(=O)NNC(=O)C2CC(=O)N(Cc3ccccc3Cl)C2)n1 (centres undefined),-0.1,-5,0,-10,11,-4,-6,7,-0.4,1,-4
CC(CN1CCCC1)OC(=O)Cc1ccc(Cl)cc1 (centres undefined),-0.2,-3,2,0,18,-19,9,14,-0.5,0,15
Cc1ccn2cc(CNC(=O)c3ccc(Br)o3)nc2c1,0.1,.,-1,24,7,5,6,-3,-0.7,-29,-10
CCSc1nnc(NC(=O)C2Cc3ccccc3CN2C(=O)c2ccco2)s1 (centres undefined),-0.1,10,0,3,0,-59,-18,-94,2.9,-2,-10
CCCC(C)C(=O)Nc1nc(C)c(-c2csc(Nc3ccc(Cl)cc3)n2)s1 (centres undefined),2.7,10,4,8,3,-1,-23,7,-2.4,3,26

# (cont.)
SMILES,aDG glyco act,MITF TRPM1 inh,NR2E3 ag-1,CF NFkB block,TWEAK Fn14 block,Peg3 promoter,NR2E3 ag-2,HIF-2a block,iPSC survival up,KKLEB cytotox,Shn3 3UTR inh
Cc1nc2ccccc2c(=O)n1/N=C/c1ccc(O)c(O)c1O,0.0,-11,2,-22,32,9,-52,16,0.8,-2,1
O=C(Nc1ccccn1)c1ccc(NC(=O)c2ccco2)cc1,0.1,-79,-2,8,-13,-206,-80,-171,-3.0,0,-49
CN(Cc1cnccn1)C(=O)C1CCC(=O)N(CCc2ccccc2)C1 (centres undefined),0.7,7,-3,-5,-8,3,1,2,0.1,6,4
COc1ccc(N(CC(=O)NN=C2CCCC2)S(=O)(=O)c2ccccc2)cc1Cl,-0.4,-5,-1,-20,1,10,-16,14,-0.7,19,3
COc1ccc(/C=C2\SC(N3CCCCC3)=NC2=O)cc1OC,0.1,-4,-2,4,-11,-50,-32,-40,-0.4,1,-17
O=C(Nn1cnnc1)c1ccc(Cl)cc1,0.0,16,3,-7,-5,5,-4,18,-0.6,7,-2
Cc1ccc(Cl)c(OCC(=O)Nc2sc(C)c(C)c2C#N)c1,-0.3,-31,0,4,-34,-44,-13,-92,1.6,2,-36
CC(C)c1ccc(NC(=O)CNS(=O)(=O)c2ccc(F)cc2)cc1,0.8,9,3,6,1,14,7,7,1.1,7,39
O=C(NC1CCN(Cc2ccccc2)CC1)c1cc(-c2ccccn2)nc2ccccc12,-0.1,2,-2,0,-25,10,-13,12,0.7,-15,16
COC(=O)NNC(=O)C1CCC(C)CC1 (centres undefined),-0.1,-4,-2,-1,2,4,5,10,0.6,-1,9
CCOC(=O)c1c(N)c2cc([N+](=O)[O-])cnc2n1C,-0.2,.,-5,12,-7,29,-19,-9,0.0,-8,6
COc1cc(OC)cc(C(=O)NNC(=S)Nc2ccccc2OC)c1,0.0,-6,1,1,-1,-11,-3,1,-1.5,-1,-2
COc1cccc(CNC(=S)Nc2ccc3c(c2)c(=O)n(C)n3Cc2ccccc2)c1,0.2,.,.,-9,15,2,-22,-10,1.7,10,25
CCOC(=O)Cn1ncc2c3ccccc3n(CC(=O)OCC)c2c1=O,-0.1,-1,-1,-5,2,10,34,22,-0.2,-5,-5
CCN1CCN(C(C(=O)NC2CCCCC2)C2CC2)CC1 (centres undefined),0.0,.,.,2,4,6,-9,2,3.6,7,-2
Cc1ccc(Cl)cc1-n1c(=O)cc(N2CC(C)OC(C)C2)[nH]c1=O (centres undefined),-0.1,-8,1,-4,-9,5,-33,-3,-0.9,-15,-21
COC(=O)C1=NN(c2ccc(OC)cc2)C2C(=O)N(c3ccccc3OC)C(=O)C12 (centres undefined),-0.1,.,2,16,-21,1,5,13,0.5,-4,.
CCN(CC)C(=O)COCc1cc(-c2ccc3c(c2)OCO3)on1,0.0,-27,-2,-10,4,-70,-30,-130,-0.3,9,-30
COc1ccccc1Oc1cn[nH]c1-c1ccc(O)cc1O,0.4,6,-1,-19,28,9,-52,12,-0.7,7,13
O=C(Cn1nc(C(=O)O)c2ccccc2c1=O)Nc1ccc2c(c1)OCO2,0.1,-20,-2,1,-11,8,-24,10,0.9,-4,3
O=C(/C=C/c1ccc(Br)cc1)c1ccc(NC2=NCCCS2)cc1,0.8,55,-3,56*,59*,108*,-21,67*,-4.2,-11,71
CCOc1ccc(Cl)cc1S(=O)(=O)N1CCCC1,0.1,5,0,16,-6,8,13,12,-0.5,-4,-4
Cc1c(Cc2ccccc2)c(=O)oc2c(O)c(O)ccc12,0.6,8,.,-7,-14,10,4,7,0.7,3,13
CC/C(=N\NC(=S)Nc1cc(C)ccc1C)c1ccc(OC(F)F)cc1,5.7*,11,3,13,-6,23,38,14,0.3,-18,1
COc1cccc(CN2CCNC(=O)C2CC(=O)NCCCC2CCCC2)c1OC (centres undefined),0.4,4,1,6,8,8,13,-3,0.3,9,-46

# Additional compounds follow.
SMILES,aDG glyco act,MITF TRPM1 inh,NR2E3 ag-1,CF NFkB block,TWEAK Fn14 block,Peg3 promoter,NR2E3 ag-2,HIF-2a block,iPSC survival up,KKLEB cytotox,Shn3 3UTR inh
O=C(CCN1C(=O)S/C(=C\C=C\c2ccccc2)C1=O)Nc1ccc(O)cc1,-0.1,-31,-1,-120,58*,6,-12,-267,0.0,2,-28
COC(=O)COc1ccc(/C=C2\SC(=O)N(CC(=O)Nc3ccccc3F)C2=O)cc1,-0.2,-2,5,3,-43,13,-17,24,-0.7,7,-2
Cc1ccc(/C(COc2ccccc2O)=N\O)cc1,0.1,-29,-3,-22,0,-21,-8,-21,2.6,11,-8
O=C(Cc1cccs1)NNC(=O)C12CC3CC(CC(C3)C1)C2,-0.3,-6,-3,5,4,-1,-16,13,1.5,-12,4
CN(C(=S)NC1=CCS(=O)(=O)C1)C1CCCCC1,0.0,-8,2,-6,-1,-2,-3,13,0.0,1,14
O=C1C(=O)N(CCCN2CCOCC2)C(c2ccc(F)cc2)/C1=C(\O)c1ccc2c(c1)OCCO2 (centres undefined),0.0,1,4,-3,-1,-26,-14,-39,-0.5,6,-26
Cc1ccccc1CNC(=O)Nc1cccs1,0.0,-29,-1,-4,5,-86,-36,-139,5.2,-1,-46
CN1C(=O)N(C)C2(C)CC1(C)N(C)C(=O)N2C,0.0,-10,-1,-25,-15,-7,7,10,-0.2,-2,5
O=C(N/N=C/c1ccccc1)c1ccc(OCc2ccccc2)cc1,0.1,-6,0,-1,-10,-6,4,-36,0.3,10,-2
COc1ccc(N(C(=O)c2ccco2)S(=O)(=O)c2ccc(F)cc2)cc1,-0.1,-1,3,8,6,11,-12,13,2.8,-3,-5
COc1ccc(OCCCC(=O)OCC(=O)Nc2sccc2C(N)=O)cc1,0.1,3,0,-4,-16,12,2,2,0.3,-17,15
CCOc1cc(/C=C2\C(=O)N(CCc3ccc(OC)c(OC)c3)C(C)=C2C(=O)OC)ccc1O,0.0,6,2,-8,-21,18,-21,15,-1.1,-16,-28
COc1cccc(NC(=O)NNS(=O)(=O)c2ccc(OC)cc2OC)c1,-0.2,6,.,6,0,3,-20,11,-0.4,4,19
